aGlu spleen mod = inhibitors or activators of human alpha-glucosidase in spleen homogenate | human spleen homogenate, 4-MU-alpha-glucoside fluorescence | 240,000 tested, 0.006% active | Potency, µM (titrated, usually from 79.9 µM), for the others: top-dose activity change, negative = inhibition, most hits filed as inhibitors;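 also: 0% = enzyme with vehicle and -100% = no enzyme basal signal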
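Compounds were titrated against alpha-glucosidase in spleen homogenate at pH 5.0, with 1 mM 4-methylumbelliferyl substrate for 40 min at 37 C. Reactions were quenched with pH 10 NaOH/glycine and fluorescence measured.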
ALDH1A1 inh = inhibitors of human aldehyde dehydrogenase 1A1; 220,000 tested, 7.3% active; Purified ALDH1A1, NADH fluorescence, propionaldehyde substrate; Potency, µM (top dose mostly 75.3 µM), for the others: at the top dose activity, negative = inhibition, actives largely listed as inhibitors; P00352; active = well fitted inhibition curve with a large enough effect, not every such curve was filed as active; inconclusive = small, poorly fitted or top-dose-only effect, or another doubt; inactive = no such curve, though single readings can be large or run the other way;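 also: plate controls were no enzyme wells and a reference inhibitor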
RGS12 GoLoco inh = RGS12 GoLoco-Gai1 interaction inhibition; P63096; Gai1:RGS12 GoLoco peptide FP, rhodamine, 10 min; Potency, µM (highest dose often 61.6 µM), for the others: at the top dose activity, negative = inhibition, most hits filed as inhibitors; 230,000 tested, 0.44% active; AID 880; active = well fitted inhibition curve with a large enough effect, not every such curve was filed as active; inactive = no such curve, though single readings can be large or run the other way; also: % is scaled to controls: 0 for no effect and ±100 for the full control effect; nearly all actives have a fitted effect of over 30% in size; many of its hits are not listed in these tables
Target sequence (P63096 whole entry, looked up): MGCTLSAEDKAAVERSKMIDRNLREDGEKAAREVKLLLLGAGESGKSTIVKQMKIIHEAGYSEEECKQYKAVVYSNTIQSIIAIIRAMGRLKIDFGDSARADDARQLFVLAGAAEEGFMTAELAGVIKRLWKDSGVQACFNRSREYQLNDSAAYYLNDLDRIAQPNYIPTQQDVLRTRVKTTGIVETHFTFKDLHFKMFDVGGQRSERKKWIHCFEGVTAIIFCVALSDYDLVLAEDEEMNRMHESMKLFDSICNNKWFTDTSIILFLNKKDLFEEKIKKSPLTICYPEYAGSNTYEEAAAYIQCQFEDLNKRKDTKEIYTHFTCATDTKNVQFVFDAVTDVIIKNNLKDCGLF
KDM4E inh = inhibitors of human JMJD2E histone demethylase. AID 2147. B2RXH2. JMJD2E catalytic domain, FDH-coupled NADH fluorescence (FDH is formaldehyde dehydrogenase). 230,000 tested, 1.6% active. Potency, µM (series often up to 57.1 µM), without a hit: at the top dose activity change, negative = inhibition, usual class: inhibitors; active = well fitted inhibition curve with a large enough effect, not every such curve was filed as active; inconclusive = small, poorly fitted or top-dose-only effect, or another doubt; inactive = no such curve, though single readings can be large or run the other way;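 also: 0% = wells with enzyme and -100% = buffer wells without enzyme; nearly all actives have a fitted effect of over 50% in size; many of its hits are not listed in these tables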
Target sequence (B2RXH2 1-337 limits assumed): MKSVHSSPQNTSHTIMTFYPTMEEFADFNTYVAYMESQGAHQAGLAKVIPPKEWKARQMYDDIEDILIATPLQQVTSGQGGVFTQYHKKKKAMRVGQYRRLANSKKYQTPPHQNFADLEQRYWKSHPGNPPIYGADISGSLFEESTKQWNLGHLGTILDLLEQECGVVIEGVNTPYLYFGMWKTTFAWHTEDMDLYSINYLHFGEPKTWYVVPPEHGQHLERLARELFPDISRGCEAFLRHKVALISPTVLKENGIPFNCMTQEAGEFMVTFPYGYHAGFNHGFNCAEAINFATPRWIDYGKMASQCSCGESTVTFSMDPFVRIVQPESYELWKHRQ
SMN2 splice enh = SMN2 splice variant enhancement | HEK293 SMN2-luciferase splicing reporter, luminescence, 30-36 h | Potency, µM (doses to about 46.1 µM), inactives show at the highest dose activity change, positive = activation, usual class: activators | 210,000 tested, 2.8% active; also: % of control where 0% means no effect; nearly all actives have a fitted effect of over 55% in size
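qHTS luciferase splicing reporter: luminescence rises when SMN2 exon 7 is included in transfected HEK293 cells. Compound exposure lasted 30-36 h at 37C, with 4.5 mM final sodium butyrate as control, followed by a ONE-Glo read.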
GAA inhib = inhibitors of human lysosomal alpha-glucosidase; P10253; purified human GAA, 4-MU-alpha-glucoside fluorescence; Potency, µM (highest dose often 76.9 µM), for the others: at the top dose activity change, negative = inhibition, most hits filed as inhibitors; 200,000 tested, 0.005% active;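 also: plate controls were uninhibited enzyme wells for no effect and no-enzyme background for full effect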
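Fluorogenic assay: 4 nM human alpha-glucosidase with 400 uM 4-methylumbelliferyl-alpha-D-pyranoside in 50 mM citrate/phosphate, 0.005% Tween-20, pH 5.0, 20 min at room temperature. Compounds tested up to 77 uM; AC50 from Hill fits.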
GAA glycogen = inhibitors or activators of human alpha-glucosidase glycogen cleavage; P10253; recombinant GAA, glycogen substrate, Amplex Red glucose oxidase fluorescence; Potency, µM (titrated, usually from 76.4 µM), for the others: at the top dose activity change, negative = inhibition, hits mostly inhibitors; 300,000 tested, 0.38% active;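 also: 0% = full enzyme reaction and -100% = no-enzyme basal signal; the screen sought inhibitors and activators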
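Natural-substrate format: glycogen cleavage by 4 nM human enzyme, glucose read by Amplex Red coupling (Ex 573, Em 610 nm). Normalized to enzyme and no-enzyme controls.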
aGal spleen mod = alpha-galactosidase A (human) modulation | Potency, µM (doses to about 80 µM), for the others: at the highest dose activity change, negative = inhibition, actives largely listed as inhibitors | AID 2107 | human spleen homogenate, 4MU-alpha-Gal fluorescence, 40 min | 240,000 tested, 0.008% active;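 also: 0% = enzyme with vehicle and -100% = no enzyme basal signal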
Target sequence (P06280 32-429 limits assumed): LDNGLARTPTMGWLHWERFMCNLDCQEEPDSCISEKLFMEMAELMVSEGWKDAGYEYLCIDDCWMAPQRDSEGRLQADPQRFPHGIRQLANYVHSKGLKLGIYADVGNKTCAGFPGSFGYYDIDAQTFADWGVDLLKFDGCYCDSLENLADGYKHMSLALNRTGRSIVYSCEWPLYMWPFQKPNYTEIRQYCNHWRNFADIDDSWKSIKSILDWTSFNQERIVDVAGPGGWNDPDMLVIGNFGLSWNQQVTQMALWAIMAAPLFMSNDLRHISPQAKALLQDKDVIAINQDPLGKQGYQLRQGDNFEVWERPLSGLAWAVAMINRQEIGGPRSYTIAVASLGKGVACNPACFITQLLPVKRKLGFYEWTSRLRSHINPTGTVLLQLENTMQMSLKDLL
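Inhibition or activation of alpha-galactosidase in human spleen homogenate is scored by 4-MU fluorescence after 40 min at 37C, pH 5.0, with 1 mM substrate. AC50s come from concentration-response fitted to the Hill equation.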
Numbers without * were called inactive; ? = inconclusive; · = not tested or not shown; & = joins results of further samples; [ ] = remark or other dose. Unless noted, calls follow the shape of the dose curve; as a rule, active = well fitted curve in the direction sought with a large enough effect; inconclusive = small, poorly fitted or top-dose-only effect, or another doubt; inactive = no such curve, though single readings can be large; an effect the other way counts as inactive or inconclusive. Potency is read from the fitted curve at half-maximal effect. These rows are one share of the data; rates above refer to the full screens.

SMILES	aGlu spleen mod	ALDH1A1 inh	RGS12 GoLoco inh	KDM4E inh	SMN2 splice enh	GAA inhib	GAA glycogen	aGal spleen mod
CC(=O)NC(Cc1ccccc1)C(=O)OCC(=O)c1ccc(Cl)cc1 (configuration not stated)	3%	8%	-1%	3%	0%	2%	-7%	6%
CCn1c(SCC(=O)Nc2nccc(C)n2)nc2ccccc21	2%	?	-2%	-21%	·	-1%	4%	-2%
Cc1nc(Nc2ccccc2)sc1-c1ccccc1	-6%	22µM*	·	3%	·	1%	?	0%
COc1cc(/C=N/NC(=S)NCc2ccccc2)ccc1OCC#N	5%	1%	-14%	-3%	21%	-3%	5%	-1%
O=C(NCC1CCCO1)c1ccccn1 (configuration not stated)	-3%	11%	-1%	9%	10%	-3%	4%	-2%
O=C(COC(=O)C12CC3CC(CC(Br)(C3)C1)C2)Nc1cccnc1Cl	4%	-6%	3%	-1%	-3%	5%	-11%	-1%
Cc1ccccc1Nc1nnc(SCC(=O)NCc2cccs2)s1	-3%	?	11%	-7%	3%	1%	-3%	-1%
COc1cc(/C=N/NC(=O)c2cc(C34CC5CC(CC(C5)C3)C4)[nH]n2)ccc1O	-9%	-12%	6%	-18%	20%	-7%	?	5%
O=C(C1CCCO1)N1CCN(C(=S)Nc2cccc(Cl)c2)CC1 (configuration not stated)	4%	-13%	11%	-2%	-10%	1%	2%	5%
COc1ccc(C(=O)CSc2nnn(-c3cccc(NC(C)=O)c3)n2)cc1	-4%	·	6%	-2%	·	·	-3%	-16%
O=C1COc2ccc(C(=O)COC(=O)CNC(=O)c3ccccc3)cc2N1	3%	-1%	19%	5%	-6%	1%	-1%	0%
COc1ccc(OC)c(S(=O)(=O)NCC(=O)O)c1	6%	·	8%	-9%	·	·	5%	1%
COc1ccc(NC(=O)N2CC3(CCN(C(=O)c4ccco4)CC3)C2)cc1	-3%	16µM*	7%	·	-3%	·	·	2%
Cc1sc(NC(=O)C2CCCCC2C(=O)O)c(C(N)=O)c1C (configuration not stated)	0%	1%	-3%	-11%	1%	6%	1%	6%
Cc1nnc2n1NC(c1ccc(Cl)cc1)C(C(=O)N(C)C1CCCCC1)S2 (configuration not stated)	-10%	-10%	3%	-1%	-20%	-6%	-13%	-7%
COC(=O)c1c(NC(=O)Cc2cccs2)sc(C(=O)N2CCCCC2)c1C	-2%	4.5µM*	-1%	-2%	-12%	-3%	2%	4%
CCOCCCn1c(=NC(C)=O)c(C(=O)OCC)cc2c(=O)n3ccccc3nc21	?	?	9%	?	19%	?	1%	?
Cc1ccc(NC(=O)c2ccco2)c(NC(=O)Cc2cccs2)c1	-1%	-1%	14%	3%	18%	?	1%	4%
Brc1ccc(-c2csc(-c3c[nH]c4ccccc34)n2)cc1	0%	-6%	5%	?	?	?	-5%	8%
CCN(CC)S(=O)(=O)c1ccc(N(C)Cc2ccc(C(F)(F)F)cc2)nc1	-10%	0%	4%	?	-73%[inhibitor]	?	-11%	-3%
Cc1ccc(N(C(=O)c2cnccn2)C(C(=O)NC2CCCCC2)c2ccc(O)cc2)cc1 (configuration not stated)	-1%	-2%	5%	-7%	-2%	14%	6%	-1%
O=C(O)/C(=C\c1cccs1)Sc1nnc(-c2ccc(F)cc2)o1	-8%	-2%	4%	0%	1%	-2%	-6%	0%
COc1ccccc1/C=N/N1C(=O)C2C3C=CC(CC3)C2C1=O (configuration not stated)	-3%	7.1µM*	11%	3%	-30%	-11%	10%	2%
Cc1nnc(NC(=O)Cn2nc(C)c3ccccc3c2=O)s1	-5%	10%	15%	-3%	-2%	14%	-4%	3%

Looked up by structure from above, 2 records:
SMILES	aGlu spleen mod	ALDH1A1 inh	RGS12 GoLoco inh	KDM4E inh	SMN2 splice enh	GAA inhib	GAA glycogen	aGal spleen mod
COC(=O)c1c(NC(=O)Cc2cccs2)sc(C(=O)N2CCCCC2)c1C	-2%	4.5µM*	-1%	-2%	-12%	-3%	2%	4%
Cc1nnc(NC(=O)Cn2nc(C)c3ccccc3c2=O)s1	-5%	10%	15%	-3%	-2%	14%	-4%	3%

Of the compounds above, two have fluorine.
SMILES	aGlu spleen mod	ALDH1A1 inh	RGS12 GoLoco inh	KDM4E inh	SMN2 splice enh	GAA inhib	GAA glycogen	aGal spleen mod
CCN(CC)S(=O)(=O)c1ccc(N(C)Cc2ccc(C(F)(F)F)cc2)nc1	-10%	0%	4%	?	-73%[inhibitor]	?	-11%	-3%
O=C(O)/C(=C\c1cccs1)Sc1nnc(-c2ccc(F)cc2)o1	-8%	-2%	4%	0%	1%	-2%	-6%	0%

New compounds follow.
SMILES	aGlu spleen mod	ALDH1A1 inh	RGS12 GoLoco inh	KDM4E inh	SMN2 splice enh	GAA inhib	GAA glycogen	aGal spleen mod
CC(=O)Nc1cccc(-c2csc(NCc3ccco3)n2)c1	3%	13µM*	40%[activator]	?	?	-4%	-9%	6%
CC(C)c1ccc(NC(=S)Nc2ccc(OC(F)(F)F)cc2)cc1	0%	?	18%	1%	-3%	-12%	-4%	-6%
Cc1cccc(N2CCN(C(=O)c3ccc(Cl)c(S(=O)(=O)NCc4ccco4)c3)CC2)c1C	1%	-10%	4%	-3%	-24%	-7%	-8%	1%
CN(C)C=NC(=O)c1ccc([N+](=O)[O-])c(CS(=O)(=O)c2ccc(Cl)cc2)c1	-9%	?	-3%	-3%	·	-7%	-8%	-12%
Cc1nc2ccccc2c(=O)n1NC(=O)CCC(=O)O	-7%	7%	3%	-23%	16%	-2%	-4%	3%
CC(=O)OCC(=O)Nc1ccc(Cl)cc1Cl	6%	1%	-1%	8%	-15%	?	8%	-5%
O=C(O)c1ccc(NC(=O)c2cccc(N3C(=O)C4C5CCC(C5)C4C3=O)c2)cc1 (configuration not stated)	0%	-3%	-5%	1%	8%	1%	7%	-4%
Cc1cc(N2CCN(C3CCCC3)CC2)n2c(nc3ccccc32)c1C#N	-2%	?	3%	?	-4%	12%	-3%	?
COc1ccccc1C(=O)NCCCn1cc(Br)c(C)n1	-6%	-4%	10%	0%	·	-11%	-11%	-2%
Cc1ccc(NC(=S)N(CCN2CCCCC2)Cc2ccco2)cc1Cl	1%	-24%	3%	-16%	-6%	-7%	-2%	3%
Clc1ccccc1C1=CC(c2ccco2)n2ncnc2N1 (configuration not stated)	3%	·	0%	?	·	·	0%	2%
O=C(O)c1ccc(NC(=O)c2cccs2)cc1	-1%	6%	6%	10%	-3%	-6%	3%	0%
COc1cccc(-n2c(SCC(=O)NCCc3ccccc3)nnc2-c2ccoc2C)c1	-5%	-7%	-1%	6%	-12%	-6%	0%	-2%
FC(F)(F)c1cnc(/C=C/Nc2ccccc2Cl)c(Cl)c1	-2%	-2%	3%	2%	-14%	1%	-1%	-1%
COc1ccc(C(=O)NCCC2=CCCCC2)cc1	-1%	-2%	1%	-6%	2.5µM*	0%	3%	0%
Cc1ccc(-c2nc(SCC(=O)NCCN3C(=O)CSC3=O)[nH]c2-c2ccc(C)cc2)cc1	5%	-9%	-10%	?	-18%	-8%	-3%	3%
O=C(Nc1ccccc1C(=O)N1CCCCC1)NC1CCCCC1	4%	7%	-15%	?	·	-6%	-8%	5%
COc1cccc(OC)c1C(=O)NC(=S)Nc1ccc2c(c1)OCCO2	-5%	-2%	4%	-10%	-5%	6%	-5%	-8%
Cc1ccc(NC(=O)CN2C(=O)NC(C)(CCc3ccccc3)C2=O)cc1 (configuration not stated)	3%	?	17%	-7%	-6%	0%	1%	7%
Cc1ccc(S(=O)(=O)NCC(=O)N2CCN(c3ccccc3F)CC2)cc1	3%	-11%	-2%	9%	0%	0%	-5%	10%
O=C(NCc1ccc(F)cc1)C(c1cccs1)N(C(=O)c1csnn1)C1CC1 (configuration not stated)	-3%	?	8%	2%	26%	-6%	5%	3%
CCOC(=O)CNc1nc(C(C)(C)C)nc2c1nnn2Cc1ccccc1Cl	-2%	?	-1%	1%	-12%	-20%	-7%	-12%
Cc1ccccc1NC(=O)CNc1ccccc1N1CCCCC1	-1%	?	3%	5%	-11%	-5%	-11%	-3%
COc1cccc(NC(=S)N(CCCN2CCOCC2)Cc2cn(C)c3ccccc23)c1	-5%	?	-1%	-6%	-15%	-4%	4%	-8%
Cc1ccc(/C=C/c2nc3ccccc3[nH]2)o1	-1%	?	-5%	?	4µM*	8%	-21%	7%
COc1ccc(S(=O)(=O)Nc2cccnc2)c(Cl)c1Cl	0%	?	10%	7%	·	?	11%	-7%
CN(/N=C/c1ccc(Cl)cc1)c1ncc(Cl)cc1C(F)(F)F	0%	1%	2%	-8%	·	0%	6%	?
COc1ccc(Cn2cccc(NC(=O)Nc3ccc(C#N)cc3)c2=O)cc1	-1%	-9%	-10%	?	-31%[inhibitor]	3%	3%	-1%
CCCN1C2CCCC1CC(NC(=O)c1ccccc1)C2 (configuration not stated)	-5%	1%	-8%	2%	-14%	-10%	0%	9%
Nc1n[nH]c(N)c1N=Nc1ccc(Cl)cc1	-3%	3%	4%	1%	16%	-5%	?	6%
O=[N+]([O-])c1cccc(-c2cc(C(F)(F)F)n3nc(-c4ccccc4)cc3n2)c1	-4%	·	2%	1%	·	·	11%	9%
O=C(O)CSc1nccn1-c1cccc(Cl)c1	5%	8%	2%	5%	17%	-3%	-4%	-11%
Cn1nc(CC(=O)Nc2ncc(Br)s2)c2ccccc2c1=O	-2%	8%	-4%	-5%	-77%[inhibitor]	-24%	5%	-4%
CN1CCN(/N=C2/C(=O)Nc3ccc([N+](=O)[O-])cc32)CC1	-7%	?	5%	-6%	-11%	-5%	1%	-5%
CSc1ccccc1C(=O)Nc1ccc2c(c1)OCCO2	1%	-6%	2%	4%	5%	-2%	2%	5%
O=C(CN1C(=O)C(=O)c2ccccc21)NC1CCCCC1	-20%	0.89µM*	0%	3%	-2%	?	6%	6%
CC(C)CCn1cnc2c([nH]c3cccc(Cl)c32)c1=O	-5%	?	10%	?	-6%	1%[15.4 µM]	10%	-6%
CCCN(CCC)CCc1cccc2c1CC(=O)N2	-1%&-7%	10%&11%	4%&11%	?	15%&2%	·	·	3%&14%
O=C(CSc1nccn1-c1ccccc1)NCc1ccc(F)cc1	3%	4%	10%	0%	-25%	?	-3%	5%
COc1ccc(C)cc1NS(=O)(=O)c1cccc2nonc12	-7%	14µM*	-1%	-2%	20%	-6%	1%	4%

High-throughput results deposited in PubChem BioAssay by National Center for Advancing Translational Sciences (NCATS).
